BCLXL inh: blocks human Bcl-xL binding to Bim BH3 peptide; Q07817; GST-Bcl-xL / FITC-Bim BH3 peptide fluorescence polarization; inhibition, % at 10.9 µM; 320,000 compounds, 0.7% hits;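 active = inhibition above the mean of all tested compounds plus 3 SD, cutoff set per campaign, cut at about 30% in these data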;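 note: 0% = DMSO wells and 100% = unlabeled Bim-BH3 peptide competitor; inhibitors lower millipolarization by displacing the labeled peptide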
Target sequence (Q07817 whole entry, looked up): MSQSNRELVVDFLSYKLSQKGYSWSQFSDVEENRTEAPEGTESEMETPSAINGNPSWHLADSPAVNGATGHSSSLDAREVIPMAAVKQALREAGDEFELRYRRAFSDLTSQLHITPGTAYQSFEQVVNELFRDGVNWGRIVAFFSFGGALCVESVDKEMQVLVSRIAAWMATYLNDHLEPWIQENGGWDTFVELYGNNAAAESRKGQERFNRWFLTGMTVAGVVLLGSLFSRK
CIT2 TOR yeast: yeast TOR pathway CIT2-GFP modulation | S. cerevisiae CIT2-GFP strain, flow cytometry, 3 h; 100 means same as DMSO wells | GFP response vs DMSO, % at 10 µM | 320,000 compounds, 0.065% hits | AID 2029;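 active = GFP response relative to DMSO above a set limit, near the screen mean plus 3 SD, cut at about 150% in these data; inconclusive = Fewer than 70 cells measured for a yeast strain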;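 note: ratio of well median GFP fluorescence to mean of DMSO wells on the plate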
MEX-5 binding: C. elegans MEX-5 TCR-2 RNA binding activity; activity score (negative = inhibition of binding), % at 10 µM; AID 1832; 300,000 compounds, 0.38% hits; MEX-5/FITC-TCR2 RNA binding, fluorescence polarization; active compounds read low; Q9XUB2;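 active = inhibition past about -25% in most replicates, and total fluorescence under double the plate's negative control median, limit read from the data; inconclusive = replicates evenly split on the limit, or fluorescence at least double controls; inactive = too little inhibition in most replicates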;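 note: 0% = DMSO and -100% = 5 µM competing unlabeled TCR2 RNA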
Fam108B counter: counter-screen for RBBP9 inhibitors: inhibitors of mouse Fam108B; recombinant Fam108B, FP-Rh probe fluorescence polarization; inhibition, % at 9.51 µM; 300,000 compounds, 0.33% hits;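 active = inhibition above the screen mean inhibition plus 3 SD, computed separately per campaign, cut at about 18% in these data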;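 note: inhibitors lower polarization as less probe binds the enzyme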
VLA-4 inh: inhibition in a human VLA-4 binding assay. 330,000 compounds, 0.2% hits. inhibition, % (about 7 µM as worked out from the volumes in the protocol). AID 2557. VLA-4 expressing cells, ligand binding flow cytometry. P13612; in the data active = inhibition above about 50%
GRK2 aptamer HTS: human GRK2 inhibition via aptamer displacement | AID 488847 | P25098 | bead flow cytometry, FAM-aptamer displacement from GRK2 | 330,000 compounds, 0.59% hits | inhibition of aptamer binding, % at 10 µM;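 active = inhibition of aptamer binding above 40%, roughly 3 SD of noise, on plates passing a quality check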;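 note: median bead fluorescence of bound FAM aptamer so fluorescent compounds give negative values; no value below 0 was filed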
Target sequence (P25098 whole entry, looked up): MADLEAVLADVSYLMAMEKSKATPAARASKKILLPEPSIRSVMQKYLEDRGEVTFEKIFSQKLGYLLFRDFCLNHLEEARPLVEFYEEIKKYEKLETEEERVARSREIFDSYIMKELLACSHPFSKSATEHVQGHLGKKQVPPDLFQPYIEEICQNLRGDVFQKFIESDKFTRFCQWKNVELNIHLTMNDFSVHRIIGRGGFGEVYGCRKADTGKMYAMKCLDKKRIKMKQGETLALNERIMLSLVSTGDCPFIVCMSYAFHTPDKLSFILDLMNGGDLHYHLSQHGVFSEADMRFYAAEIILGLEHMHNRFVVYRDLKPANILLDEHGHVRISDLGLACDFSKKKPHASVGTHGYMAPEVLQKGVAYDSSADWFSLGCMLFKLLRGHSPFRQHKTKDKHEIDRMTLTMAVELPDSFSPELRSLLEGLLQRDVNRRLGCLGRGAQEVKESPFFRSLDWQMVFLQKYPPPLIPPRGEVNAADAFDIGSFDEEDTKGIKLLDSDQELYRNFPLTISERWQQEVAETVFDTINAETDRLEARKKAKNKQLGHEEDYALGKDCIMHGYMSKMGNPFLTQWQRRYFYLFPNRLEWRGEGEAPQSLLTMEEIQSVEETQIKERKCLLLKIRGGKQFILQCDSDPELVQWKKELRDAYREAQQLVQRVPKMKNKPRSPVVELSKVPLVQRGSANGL
MCL1 BIM primary: inhibitors of human MCL1 binding to BIM-BH3 peptide | GST-MCL1 / FITC-Bim-BH3 fluorescence polarization | inhibition, % at 10.9 µM | 320,000 compounds, 0.68% hits | AID 2057 | Q07820;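 active = inhibition above the mean inhibition of all tested compounds plus 3 SD, set per campaign, cut at about 40% in these data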;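 note: 0% = DMSO wells and 100% = unlabeled Bim-BH3 peptide control; higher means more loss of mP so more displacement of Bim peptide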
AGP1-GFP MLPCN: yeast TOR pathway AGP1-GFP modulation; S. cerevisiae AGP1-GFP multiplex flow cytometry, 3 h; GFP as percent of DMSO wells; GFP response vs DMSO, % at 10 µM; 320,000 compounds, 0.02% hits;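 active = GFP response relative to DMSO above a set limit, near screen average plus 3 SD, cut at about 150% in these data; inconclusive = fewer than 70 cells counted for the yeast strain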;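 note: median GFP channel fluorescence of the gated AGP1 strain per well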
GLD-1 TGE inh: GLD-1-TGE RNA interaction inhibition (C. elegans); 320,000 compounds, 0.44% hits; AID 2280; inhibition, % at 5.96 µM; purified GLD-1 + fluorescein TGE RNA, fluorescence polarization;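 active = percent inhibition above a per-plate cutoff, the plate mean of test compounds plus 3 SD, cut at about 30% in these data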;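 note: 0% = DMSO wells with GLD-1 and probe and 100% = wells lacking GLD-1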
Active calls of the source: *; ? = inconclusive; nt = not tested or not shown.

SMILES	BCLXL inh	CIT2 TOR yeast	MEX-5 binding	Fam108B counter	VLA-4 inh	GRK2 aptamer HTS	MCL1 BIM primary	AGP1-GFP MLPCN	GLD-1 TGE inh
COc1cccc2cc(C(=O)CC3(O)C(=O)N(Cc4ccccc4)c4ccccc43)c(=O)oc12 (centres undefined)	4.0	111.3	0.3	-1.5	7.0	0.0	-1.1	98.0	0.1
CCCNC(=O)C1Cc2cc(S(=O)(=O)N3CCCC3)ccc2N1C(C)=O (centres undefined)	4.7	107.0	0.2	-3.1	5.4	0.0	2.9	114.9	-0.8
Cn1c(=NC(=O)c2ccco2)sc2ccccc21	8.3	83.5	-3.0	1.7	0.0	2.0	-2.9	92.3	6.7
Cc1cc(C)c(-n2c(SCC(=O)N3CCOCC3)n[nH]c2=O)c(C)c1	-0.9	96.2	-0.8	-5.1	4.0	2.0	-7.8	96.0	-1.6
COc1ccc(CCC(C)NC(=O)CCc2ccccc2)c(OC)c1 (centres undefined)	3.6	92.4	-3.5	-5.8	6.5	0.0	2.4	101.7	-2.3
O=c1c(-c2ccccc2)c(O)nc(SCCN2CCOCC2)n1-c1ccccc1	1.3	86.8	-0.6	-0.5	-21.7	1.0	-3.2	89.9	2.8
CCOC(=O)c1sc(NC(=O)CCc2ccccc2)nc1C	-0.2	100.4	-0.5	-3.3	-5.1	0.0	3.7	100.5	11.3
O=[N+]([O-])c1cccnc1N1CCC(c2cc(-c3ccc(Cl)cc3Cl)n[nH]2)CC1	5.1	94.9	2.3	-23.0	-10.3	1.0	0.0	95.0	7.6
O=C(O)CCCCCCCCc1cn(Cc2ccc(C(=O)c3ccccc3)cc2)nn1	3.6	63.7	2.4	-0.3	23.3	0.0	0.5	75.0	4.0
Cc1ccn2cc(-c3cccc(S(=O)(=O)N4CC(C)OC(C)C4)c3)nc2c1 (centres undefined)	-1.9	88.1	1.0	-5.0	-70.6	4.0	-4.6	95.3	0.8
Cc1cc(N2CCN(C(=O)Nc3ccccc3C#N)CC2)c2ccccc2n1	nt	104.1	0.8	nt	-2.9	0.0	nt	108.8	nt
O=S(=O)(c1cccc(C(F)(F)F)c1)N1CCN(c2nnnn2-c2ccccc2)CC1	4.9	95.5	-3.4	2.3	25.4	0.0	6.9	94.8	5.3
N#Cc1c2n(c(=O)[nH]c1=O)CCCCC2	0.7	100.6	2.2	-0.4	13.6	0.0	-2.5	101.2	-0.4
COC(=O)c1sc(NC(=O)COc2ccccc2C)nc1C	2.8	95.2	3.4	-3.6	4.5	5.0	2.6	98.8	10.2
NNC(=O)c1nc[nH]c1C(=O)Nc1ccccc1[N+](=O)[O-]	9.0	97.6	2.9	2.8	-4.2	0.0	8.6	99.0	7.9
O=C(CNS(=O)(=O)c1ccccc1)N1CCN(c2ccccc2)CC1	-2.0	98.8	1.8	-1.7	4.9	3.0	-0.9	106.7	6.8
Cc1nnc(NC(=O)CCN2C(=O)/C(=C\c3ccccc3)SC2=S)s1	-0.1	90.5	-2.4	-7.5	-4.1	0.0	0.0	97.7	0.6
O=C(Nc1cccc(Cl)c1Cl)C1CC(=O)N(c2ccc(Br)cc2)C1 (centres undefined)	-6.5	99.8	0.2	-3.2	-2.7	2.0	0.0	95.4	4.0
CCOc1ccc(N(C(=O)c2snc(C(N)=O)c2N)C(C(=O)NC2CCCC2)C(C)C)cc1 (centres undefined)	3.4	105.1	-0.1	-1.9	-3.9	3.0	-0.1	107.7	0.9
Cc1nc2ccc(S(=O)(=O)NCC(=O)N3CCc4ccccc43)cc2s1	3.0	101.8	-3.6	6.5	19.1	0.0	0.5	102.0	2.7
O=C(NCC1CCCN1S(=O)(=O)c1cccs1)c1ccc(F)c(F)c1 (centres undefined)	0.5	97.8	2.2	0.4	-1.9	0.0	-4.3	107.8	-2.6
O=C(O)c1ccc(Nc2ccc(Cl)c(Cl)c2)c([N+](=O)[O-])c1	nt	105.8	-0.4	nt	14.6	1.0	nt	99.6	nt
O=C(NCC1CCCO1)c1onc(CSc2cccc(Cl)c2)c1C(=O)O (centres undefined)	-1.3	nt	0.3	1.3	nt	nt	1.5	nt	-2.7
COCCNC(=O)c1cn(C)c2ccccc2c1=O	2.8	104.2	-1.3	-2.3	0.6	1.0	-1.7	97.3	1.4
C#CCOCCOCCOCCNc1nc(N2CCN(C(=O)CCCCCCCCCCNC(=O)[C@@H](CCSC)n3cc(CCO)nn3)CC2)nc(N2CCN(C(=O)CCCCCCCCCCNC(=O)[C@@H]([C@H](C)O)n3cc(C)nn3)CC2)n1	5.3	82.0	nt	-21.2	3.1	1.0	6.6	88.4	0.4
SMILES	BCLXL inh	CIT2 TOR yeast	MEX-5 binding	Fam108B counter	VLA-4 inh	GRK2 aptamer HTS	MCL1 BIM primary	AGP1-GFP MLPCN	GLD-1 TGE inh
COc1ccccc1NC(=O)C(C)OC(=O)CN1C(=O)C2CC=CCC2C1=O (centres undefined)	5.2	115.2	0.0	-5.0	-13.2	3.0	2.4	111.9	5.1
COc1ccc(/C=C2\CCc3ccccc3C2=O)cc1O	1.1	97.7	-0.8	-1.3	19.4	1.0	1.1	98.5	-2.3
CC(OC(=O)c1ccc(Cl)c([N+](=O)[O-])c1)C(=O)N1CCN(Cc2ccccc2)CC1 (centres undefined)	0.2	88.9	nt	nt	19.6	0.0	1.8	98.2	1.5
Cc1cccc2sc(N(CCCN(C)C)C(=O)c3cc4ccccc4oc3=O)nc12	6.5	98.5	1.1	0.4	17.0	0.0	3.8	95.6	-1.8
Cc1ccc(Cl)cc1N(CC(=O)NC(C)c1ccccc1)S(C)(=O)=O (centres undefined)	nt	107.0	-1.3	nt	0.0	3.0	nt	102.8	nt
CCOc1ccccc1Nc1nc(-c2sc(NC(=O)c3ccco3)nc2C)cs1	0.4	84.9	5.2	3.5	-2.0	0.0	1.6	83.9	-2.4
CNC(=O)c1ccccc1-c1cn(C)c2ccccc2c1=O	3.0	101.7	-3.2	-1.0	7.8	0.0	-0.9	100.5	1.4
CC(C)(C)[C@H]1C=C(C(=O)NC2CC2)O[C@@H](OCCCCO)C1	0.4	nt	-1.3	3.9	nt	nt	-3.6	nt	0.2
CC(C)(C)N/C=C(\C#N)S(=O)(=O)c1ccc(Br)cc1	3.0	93.2	0.1	3.0	-1.1	1.0	1.3	103.7	0.9
Cc1cccc(C(=O)Nc2nc(C)c(C(=O)Nc3ccc4c(c3)CCC4)s2)c1	1.5	96.2	0.6	-26.0	4.7	0.0	0.8	95.0	1.9
CCN(C(=O)CSc1ncnc2sc(C)c(C)c12)C1CCS(=O)(=O)C1 (centres undefined)	-2.8	99.5	-1.3	-1.9	1.8	2.0	2.4	88.5	-0.6
Cc1ccc(C(=O)N/C(=C\c2ccco2)C(=O)NC2CCS(=O)(=O)C2)cc1 (centres undefined)	8.0	98.0	-0.7	-0.5	26.4	0.0	6.3	100.3	8.9
O=C(C(=O)N1CCN(c2cccc(Cl)c2)CC1)c1c[nH]c2ccccc12	4.8	93.2	-0.8	1.2	12.7	1.0	7.0	95.0	1.4
CC(C)=C1C2C=CC1C(C(=O)Nc1cccc(C)c1)C2C(=O)O (centres undefined)	2.7	98.1	0.9	-3.4	3.6	0.0	1.1	96.7	1.8
COc1ccc(-c2cn(CCC(=O)O)c(-c3ccc(Cl)nc3)n2)cc1	5.3	101.0	nt	-6.0	-5.7	0.0	1.8	103.3	4.4
CC1(C2CC2)NC(=O)N(CC(=O)Nc2ccc(C(F)(F)F)cc2)C1=O (centres undefined)	-7.9	98.4	nt	nt	16.4	0.0	-15.7	102.9	1.8
COc1cc(-c2nnc(COC(=O)c3nn(CC(C)C)c(=O)c4ccccc34)o2)cc(OC)c1OC	2.0	97.6	0.6	7.2	5.4	0.0	-0.3	93.9	-5.5
CC(C)C(c1nnnn1Cc1ccccc1)N1CCN(Cc2ccco2)CC1 (centres undefined)	-3.1	98.5	-1.2	0.6	-4.2	0.0	-3.3	96.0	4.3
Cc1ccccc1-c1nc(CN2CCC(C(=O)O)CC2)c(C)o1	1.8	102.1	1.6	2.1	1.2	0.0	-1.0	102.0	4.5
COc1ccccc1C(=O)NC(=O)COC(=O)c1cc[n+]([O-])cc1	-3.5	87.3	-3.0	-0.2	2.6	1.0	-9.4	93.8	6.1
COc1ccc(CCN2C(=O)C(C)=C(C)C2=O)cc1OC	-4.9	98.9	-5.3	0.6	1.4	0.0	-9.3	90.5	-2.5
CCOc1ccc(N(C)S(=O)(=O)c2csc(C(N)=O)c2)cc1	1.5	100.1	0.2	-0.6	8.3	1.0	-3.9	106.7	3.3
C[C@H](CO)N1C[C@H](C)[C@@H](CN(C)C(=O)NC2CCCCC2)Oc2ccc(NC(=O)Nc3ccccc3)cc2C1=O	nt	96.2	nt	nt	0.7	3.0	nt	97.5	5.3
O=C(CCCC1=NS(=O)(=O)c2ccccc2N1)N1CCN(c2ccc(Cl)cc2)CC1	1.2	95.3	-1.3	3.4	-0.9	0.0	-8.2	96.8	2.5
COc1cccc(OCc2cc(C(=O)N(C)Cc3nc(C)cs3)no2)c1	3.6	98.5	0.0	-4.7	-0.1	1.0	-2.2	92.5	4.2
SMILES	BCLXL inh	CIT2 TOR yeast	MEX-5 binding	Fam108B counter	VLA-4 inh	GRK2 aptamer HTS	MCL1 BIM primary	AGP1-GFP MLPCN	GLD-1 TGE inh
C[C@H](CO)N1C[C@H](C)[C@@H](CN(C)Cc2ccccc2)Oc2ccc(NC(=O)Cn3cnnn3)cc2C1=O	nt	96.2	nt	nt	9.7	1.0	nt	95.0	-0.6
Cc1[nH]nc2c1C(c1ccsc1)C(C#N)=C(N)O2 (centres undefined)	7.2	100.5	0.0	1.6	11.2	0.0	4.5	76.7	5.1
COCCNC(=O)c1c(N)n(-c2cccc(C)c2)c2nc3ccccc3nc12	4.0	106.6	1.0	5.0	1.0	5.0	7.5	nt	4.2
Cc1cccc(N2N=C(C(=O)Nc3ccc(Cl)c(S(=O)(=O)N4CCOCC4)c3)CCC2=O)c1	-6.0	97.5	nt	nt	-11.7	0.0	-11.1	101.8	1.7
O=c1[nH]c(=S)[nH]c2sccc12	6.7	103.1	nt	1.3	-4.5	nt	7.5	96.3	7.6
O=c1c2c(-c3ccccc3)ccnc2[nH]n1-c1ccccc1	1.8	113.6	-1.3	-0.9	-0.9	0.0	3.0	97.5	-10.6
Cc1ccc(S(=O)(=O)Nc2ccccc2F)cc1C(=O)NNC(=O)c1ccccc1O	4.1	85.2	-37.2*	-1.8	0.5	3.0	7.0	81.4	0.9
CCOc1ccc(S(=O)(=O)NCCC(=O)N2CCN(c3ccc(OC)cc3)CC2)cc1	4.2	nt	-0.7	-2.7	13.1	0.0	1.8	83.5	5.4
C1=Cc2ccccc2Nc2ccccc21	3.6	95.3	1.8	-0.5	-3.3	0.0	2.5	98.1	13.8
CCn1c(=O)cc(OCC(=O)NCc2cccnc2)c2ccccc21	-1.0	?	1.4	-1.7	3.4	1.0	3.2	?	0.2

Two of the compounds above, with two lines to a compound:
Order of values: BCLXL inh	CIT2 TOR yeast	MEX-5 binding	Fam108B counter	VLA-4 inh	GRK2 aptamer HTS	MCL1 BIM primary	AGP1-GFP MLPCN	GLD-1 TGE inh
- COCCNC(=O)c1c(N)n(-c2cccc(C)c2)c2nc3ccccc3nc12
 : 4.0	106.6	1.0	5.0	1.0	5.0	7.5	nt	4.2
- CCOc1ccc(S(=O)(=O)NCCC(=O)N2CCN(c3ccc(OC)cc3)CC2)cc1
 : 4.2	nt	-0.7	-2.7	13.1	0.0	1.8	83.5	5.4

Screening results (PubChem BioAssay)
